NCI-60 one-dose screen, 48 h, at 10 µM unless noted. Numbers give growth in % (100 = growth as untreated, 0 = no growth, -100 = all killed).
K-562: K-562 leukemia; actives 7.4% (n = 78,000)
MDA-MB-468: MDA-MB-468 breast cancer. actives 8.5% (n = 78,000). AID 2202374
MDA-MB-231: MDA-MB-231 breast cancer; actives 5% (n = 81,000)
MOLT-4: MOLT-4 leukemia cells; actives 6.9% (n = 80,000)
SR: SR leukemia cells; actives 8.7% (n = 73,000)
RPMI-8226: RPMI-8226 leukemia cells; actives 7.5% (n = 77,000); AID 1794781
MDA-MB-435: MDA-MB-435 melanoma; actives 7.8% (n = 82,000); AID 1794794
MCF7: MCF7 breast cancer | actives 6.3% (n = 82,000) | AID 1794796
* marks the source's active call; other numbers are inactive results. Rule for the calls: active = growth percent below 10; inactive = the rest.

Results for COc1cc(CNC(=O)/C=C/c2ccccc2)ccc1OCc1cn(-c2ccccc2F)nn1 ?
K-562: 98.1; MDA-MB-468: 95.3; MDA-MB-231: 102.3; MOLT-4: 98.2; SR: 105.3; RPMI-8226: 97.7; MDA-MB-435: 102.2; MCF7: 95.7

How did Cc1ccc2c(-c3nnc(N)s3)cc(=O)oc2c1C do in these assays?
K-562: 87.3; MDA-MB-468: 95.6; MDA-MB-231: 96.5; MOLT-4: 102.2; SR: 109.8; RPMI-8226: 91.2; MDA-MB-435: 96.1; MCF7: 93.4

How did CCSCCC(NC(C)=O)/C(C)=N/NC(N)=S (stereo not drawn) do in these assays?
K-562: 93.3; MDA-MB-468: 72.7; MDA-MB-231: 109.6; MOLT-4: 102.6; SR: 106.6; RPMI-8226: 97.1; MDA-MB-435: 102.4; MCF7: 92.3

How did NNC(=O)C(=O)NN do in these assays?
K-562: 112.6; MDA-MB-468: 104.1; MDA-MB-231: 107.2; MOLT-4: 99.5; SR: 93.6; RPMI-8226: 106.0; MDA-MB-435: 94.3; MCF7: 91.8

How did CC1=C(C)C[C@@]2(Cc3ccccc3C2=O)S(=O)C1 (stereo partly drawn) do in these assays?
K-562: 68.8; MDA-MB-468: 51.2; MDA-MB-231: 103.6; MOLT-4: 92.5; SR: 89.1; RPMI-8226: 34.1; MDA-MB-435: 96.4; MCF7: 86.9

Results for N#Cc1cnn2c(=O)[nH]cnc12 ?
K-562: 74.5; MDA-MB-468: 99.8; MDA-MB-231: 122.0; MOLT-4: 91.6; SR: 107.3; RPMI-8226: 86.9; MDA-MB-435: 107.2; MCF7: 103.6

Results for CC(C)c1ccc(COCc2cc(CN3CCCC3)c(O)c3ncccc23)cc1 ?
K-562: 4.0*; MDA-MB-468: -21.1*; MDA-MB-231: 8.4*; MOLT-4: -5.7*; SR: -6.3*; RPMI-8226: -21.4*; MDA-MB-435: 20.2; MCF7: 7.7*

How did CCn1cc(C(=O)NN=C2CCCCCC2)c(=O)c2ccc(C)nc21 do in these assays?
K-562: 72.0; MDA-MB-468: 85.9; MDA-MB-231: 87.1; MOLT-4: 71.0; SR: 85.8; RPMI-8226: 88.1; MDA-MB-435: 83.9; MCF7: 77.2

What do the screens show for `O=C(O)c1ccc(-c2nn(-c3ccc(C(F)(F)F)cc3)cc2CNc2ccccc2)cc1`?
K-562: 89.8; MDA-MB-468: 94.7; MDA-MB-231: 99.2; MOLT-4: 98.4; SR: 91.7; RPMI-8226: 88.1; MDA-MB-435: 98.1; MCF7: 92.5

What do the screens show for `N#Cc1c(-c2ccc(F)cc2)nc(SCc2ccc(F)cc2)nc1N1CCNCC1`?
K-562: 0.7*; MDA-MB-468: -72.0*; MDA-MB-231: -93.6*; MOLT-4: 7.8*; SR: -2.2*; RPMI-8226: -47.4*; MDA-MB-435: -84.7*; MCF7: -90.5*

How did O=c1c2cc(-c3ccc(F)cc3F)ccc2n(Nc2ccccc2)c(=O)n1-c1cccc(C(F)(F)F)c1 do in these assays?
K-562: 6.9*; MDA-MB-468: -10.4*; MDA-MB-231: -5.2*; MOLT-4: 6.7*; SR: 9.5*; RPMI-8226: -6.8*; MDA-MB-435: 5.6*; MCF7: 4.0*

What do the screens show for `O=C(NCCc1ccccc1)c1nnn(-c2ccccc2)c1-c1ccco1`?
K-562: 78.5; MDA-MB-468: 117.2; MDA-MB-231: 98.9; MOLT-4: 94.7; SR: 98.1; RPMI-8226: 81.4; MDA-MB-435: 104.9; MCF7: 91.1

Results for CN(C)c1ccc(-c2cc(-c3cccc(Br)c3)n[nH]2)cc1 ?
K-562: 88.0; MDA-MB-468: 105.8; MDA-MB-231: 67.4; MOLT-4: 94.1; SR: 106.8; RPMI-8226: 87.9; MDA-MB-435: 101.1; MCF7: 74.0

Results for Oc1c(Cl)cc(Cl)cc1C1N=NC2=C(CCCC2)N1O (stereo not drawn) ?
K-562: 94.1; MDA-MB-468: 91.4; MDA-MB-231: 71.5; MOLT-4: 82.4; SR: 92.9; RPMI-8226: 75.3; MDA-MB-435: 102.6; MCF7: 56.7

What do the screens show for `COc1ccc(N2N=C(c3ccc4c(c3)OCCO4)CC2c2cccc(NC(=O)CCCNS(=O)(=O)c3ccc(F)cc3)c2)cc1` (stereo not drawn)?
K-562: 56.0; MDA-MB-468: 60.8; MDA-MB-231: 69.2; MOLT-4: 34.0; RPMI-8226: 41.2; MDA-MB-435: 69.7; MCF7: 60.7

Results for CCN1C(=O)N(CC)C2C1NN=c1s/c(=C\c3ccc(Cl)cc3Cl)c(=O)n12 (stereo not drawn) ?
K-562: -83.7*; MDA-MB-468: 5.3*; MDA-MB-231: 12.4; MOLT-4: 12.9; SR: 12.3; RPMI-8226: 16.5; MDA-MB-435: -24.8*; MCF7: 14.0

How did CC1(C)CC[C@]2(C(=O)O)CC[C@]3(C)C(=CCC4[C@@]5(C)C[C@@H](O)[C@@H]6OC(c7ccccc7Br)OC[C@@]6(C)C5CC[C@]43C)C2C1 (stereo partly drawn) do in these assays?
K-562: 11.6; MDA-MB-468: 18.4; MDA-MB-231: 32.4; MOLT-4: 10.5; SR: 12.5; RPMI-8226: 8.2*; MDA-MB-435: 28.0; MCF7: 7.3*

How did C/C(=N\NC(=S)Nc1cc(C)ccc1Cl)c1cc2ccccc2oc1=O do in these assays?
K-562: 94.2; MDA-MB-468: 91.0; MDA-MB-231: 88.9; MOLT-4: 94.4; SR: 90.9; RPMI-8226: 93.4; MDA-MB-435: 94.1; MCF7: 83.9

Results for CC1=C[S+](c2ccccc2)c2cccc3cc4ccccc4c1c23 (stereo not drawn) ?
K-562: -27.2*; MDA-MB-468: -70.0*; MDA-MB-231: -10.4*; MOLT-4: -23.5*; RPMI-8226: -32.5*; MDA-MB-435: 0.2*; MCF7: -49.9*

What do the screens show for `CCNC(=S)NNC(=S)N/N=C/c1cc(OC)c(OC)c(OC)c1`?
K-562: 98.6; MDA-MB-468: 98.6; MDA-MB-231: 91.9; MOLT-4: 99.8; SR: 102.7; RPMI-8226: 98.1; MDA-MB-435: 99.4; MCF7: 100.6

Results for Nc1nn(-c2cccc(C(F)(F)F)c2)c2cccc[n+]12 ?
K-562: 98.8; MDA-MB-468: 81.9; MDA-MB-231: 87.0; MOLT-4: 87.2; SR: 93.3; RPMI-8226: 112.2; MDA-MB-435: 99.8; MCF7: 95.7

How did O=C(O)c1ccc(-n2cc(CNc3ccc(Oc4ccccc4)cc3)c(-c3ccccc3)n2)cc1 do in these assays?
K-562: 78.3; MDA-MB-468: 99.8; MDA-MB-231: 92.0; MOLT-4: -4.2*; SR: 38.6; RPMI-8226: 73.0; MDA-MB-435: 94.2; MCF7: 85.4

How did CC(C)CCC1(CCBr)C(=O)NC(=Nc2ccccc2)NC1=O (stereo not drawn) do in these assays?
K-562: 106.2; MDA-MB-468: 98.8; MDA-MB-231: 108.6; MOLT-4: 109.1; SR: 104.2; RPMI-8226: 98.4; MDA-MB-435: 100.0; MCF7: 89.9

How did CCc1c(C)c2ccc(O)c(C(=O)/C=C/c3cc(OC)c(OC)c(OC)c3)c2oc1=O do in these assays?
K-562: 88.6; MDA-MB-468: 95.5; MDA-MB-231: 107.4; MOLT-4: 84.8; SR: 84.2; RPMI-8226: 95.3; MDA-MB-435: 95.3; MCF7: 95.4

What do the screens show for `C(=N\Nc1ncc(-c2cc3cc4c(cc3o2)OCO4)s1)/c1cccs1`?
K-562: 84.3; MDA-MB-468: 73.9; MDA-MB-231: 84.5; MOLT-4: 84.9; RPMI-8226: 77.1; MDA-MB-435: 93.8; MCF7: 77.5

What do the screens show for `Nc1ccc(C2=Nc3cccc4cccc(c34)S2)cc1`?
K-562: 88.3; MDA-MB-468: 0.3*; MDA-MB-231: 60.0; MOLT-4: 82.2; SR: 57.5; RPMI-8226: 81.8; MDA-MB-435: 98.3; MCF7: 45.2

How did COc1cc2ccc(CC(=O)O)cc2cc1OC do in these assays?
K-562: 99.7; MDA-MB-468: 94.6; MDA-MB-231: 114.7; MOLT-4: 96.3; SR: 94.9; RPMI-8226: 96.6; MDA-MB-435: 106.0; MCF7: 94.4

How did COc1cc2ncnc(Nc3ccc(O[C@H]4CO[C@H]5[C@@H]4OC[C@@H]5O)c(Cl)c3)c2cc1OC do in these assays?
K-562: 95.5; MDA-MB-468: 45.0; MDA-MB-231: 77.3; MOLT-4: 77.3; SR: 76.5; MDA-MB-435: 89.2; MCF7: 81.0

What do the screens show for `COc1ccc2[nH]c(O)c(N=NC(=O)Cn3c(-c4ccccc4)nc4cc(C)ccc43)c2c1`?
K-562: 12.3; MDA-MB-468: 34.4; MDA-MB-231: -26.3*; MOLT-4: 18.5; SR: 1.8*; RPMI-8226: 10.7; MDA-MB-435: 43.7; MCF7: 33.0

Results for Brc1cn2ccnc2c(-c2ccco2)n1 ?
K-562: 118.5; MDA-MB-468: 91.2; MDA-MB-231: 97.7; MOLT-4: 97.6; SR: 101.3; RPMI-8226: 111.7; MDA-MB-435: 99.5; MCF7: 61.9

4 compounds out of the list, arranged by molar mass, descending.
How did COc1cc2ncnc(Nc3ccc(O[C@H]4CO[C@H]5[C@@H]4OC[C@@H]5O)c(Cl)c3)c2cc1OC do in these assays?
K-562: 95.5; MDA-MB-468: 45.0; MDA-MB-231: 77.3; MOLT-4: 77.3; SR: 76.5; MDA-MB-435: 89.2; MCF7: 81.0

How did CC(C)CCC1(CCBr)C(=O)NC(=Nc2ccccc2)NC1=O (stereo not drawn) do in these assays?
K-562: 106.2; MDA-MB-468: 98.8; MDA-MB-231: 108.6; MOLT-4: 109.1; SR: 104.2; RPMI-8226: 98.4; MDA-MB-435: 100.0; MCF7: 89.9

Results for Nc1nn(-c2cccc(C(F)(F)F)c2)c2cccc[n+]12 ?
K-562: 98.8; MDA-MB-468: 81.9; MDA-MB-231: 87.0; MOLT-4: 87.2; SR: 93.3; RPMI-8226: 112.2; MDA-MB-435: 99.8; MCF7: 95.7

Results for Brc1cn2ccnc2c(-c2ccco2)n1 ?
K-562: 118.5; MDA-MB-468: 91.2; MDA-MB-231: 97.7; MOLT-4: 97.6; SR: 101.3; RPMI-8226: 111.7; MDA-MB-435: 99.5; MCF7: 61.9

Following part:
How did Cc1ccc2c(c1)c(=O)n(-c1ccccc1)c1nnc(-c3ccccc3F)n21 do in these assays?
K-562: 57.6; MDA-MB-468: 96.8; MDA-MB-231: 83.3; MOLT-4: 68.3; SR: 49.8; MDA-MB-435: 90.7; MCF7: 86.0

Results for O=[N+]([O-])c1ccc(NCSc2ccc(Cl)cc2)cc1 ?
K-562: 86.9; MDA-MB-468: 98.6; MDA-MB-231: 94.3; MOLT-4: 61.7; RPMI-8226: 91.8; MDA-MB-435: 109.1; MCF7: 95.0

Results for C/C(=N/NC(N)=O)C1CC2CCC1CC2 (stereo not drawn) ?
K-562: 61.6; MDA-MB-468: 95.3; MDA-MB-231: 111.4; MOLT-4: 55.6; SR: 108.3; RPMI-8226: 69.2; MDA-MB-435: 115.6; MCF7: 156.3

How did O=C1NC(=S)N/C1=C\c1ccco1 do in these assays?
K-562: 105.7; MDA-MB-468: 102.2; MDA-MB-231: 109.0; MOLT-4: 98.0; SR: 94.8; RPMI-8226: 101.1; MDA-MB-435: 102.2; MCF7: 95.1

Results for COc1ccc(/C=C2\Cc3cc4c(cc3C2=O)OCO4)cc1OC ?
K-562: 16.3; MDA-MB-468: 44.7; MDA-MB-231: 65.3; MOLT-4: 19.8; SR: 23.7; RPMI-8226: 64.7; MDA-MB-435: 28.1; MCF7: 26.0

How did COC(=O)C1=C(C)NC(C)=C(C(=O)OC)C1c1c(-c2ccccc2)nc2sccn12 do in these assays?
K-562: 120.3; MDA-MB-231: 117.0; MOLT-4: 92.4; SR: 104.0; RPMI-8226: 91.2; MDA-MB-435: 100.2; MCF7: 134.3

How did CO[C@H](C(=O)[C@@H](O)[C@@H](C)O)[C@@H]1Cc2cc3cc(OC4CC(OC5CC(O)C(O)C(C)O5)C(O)C(C)O4)c(C)c(O)c3c(O)c2C(=O)[C@H]1OC1CC(OC2CC(OC3CC(C)(O)C(O)C(C)O3)C(O)C(C)O2)C(O)C(C)O1 (stereo partly drawn) do in these assays?
K-562: 6.8*; MDA-MB-231: 14.6; MOLT-4: 6.2*; SR: 10.5; RPMI-8226: -14.5*; MDA-MB-435: -62.9*; MCF7: -3.6*

What do the screens show for `O=S(=O)(c1ccc(Cl)cc1)c1nc(-c2ccccc2)oc1S(=O)(=O)c1ccc(Cl)cc1`?
MDA-MB-468: 76.0; MDA-MB-231: 76.9; RPMI-8226: 36.3; MDA-MB-435: 82.3; MCF7: 36.3

Results for COc1ccccc1-c1c(-c2ccccc2)c[nH]c1C(N)=O ?
K-562: 88.7; MDA-MB-468: 106.6; MDA-MB-231: 94.6; MOLT-4: 89.8; SR: 94.5; RPMI-8226: 99.1; MDA-MB-435: 103.7; MCF7: 127.9

Results for N#CC1CCc2c(c(-c3cn[nH]c3C(F)(F)F)nc3c(F)cc4[nH]ncc4c23)C1 (stereo not drawn) ?
K-562: 36.3; MDA-MB-468: -6.5*; MDA-MB-231: 20.3; MOLT-4: 19.8; SR: 14.5; RPMI-8226: 34.6; MDA-MB-435: 8.0*; MCF7: 12.9

How did CCOC(=O)C1=C(C)N=C2SC=C(c3ccccc3)N2[C@H]1c1cn(-c2ccccc2)nc1-c1ccccc1 do in these assays?
K-562: 58.0; MDA-MB-468: 80.0; MDA-MB-231: 59.8; MOLT-4: 59.6; SR: 73.1; RPMI-8226: 65.1; MDA-MB-435: 78.6; MCF7: 44.4

Screening results from PubChem BioAssay.
